MEP2-GFP yeast = alters MEP2-GFP fluorescence in TOR pathway yeast screen; S. cerevisiae MEP2-GFP strain, flow cytometry GFP, 3 h; 100% = DMSO control level; GFP response vs DMSO, % at 10 µM; 330,000 tested, 0.51% active; AID 2016;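 active = GFP response versus DMSO above a set limit, roughly screen mean plus 3 SD, cut at about 180% in these data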;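 also: median GFP fluorescence of the barcode-gated MEP2-GFP cells per well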
AHR act = activates the human aryl hydrocarbon receptor. AID 2796. activation, % at 5 µM. AHR-responsive luciferase reporter cells, luminescence. P35869. 320,000 tested, 2.5% active; in the data active = activation above about 47%;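 also: 0% = vehicle wells and 100% = reference agonist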
Target sequence (P35869 whole entry, looked up): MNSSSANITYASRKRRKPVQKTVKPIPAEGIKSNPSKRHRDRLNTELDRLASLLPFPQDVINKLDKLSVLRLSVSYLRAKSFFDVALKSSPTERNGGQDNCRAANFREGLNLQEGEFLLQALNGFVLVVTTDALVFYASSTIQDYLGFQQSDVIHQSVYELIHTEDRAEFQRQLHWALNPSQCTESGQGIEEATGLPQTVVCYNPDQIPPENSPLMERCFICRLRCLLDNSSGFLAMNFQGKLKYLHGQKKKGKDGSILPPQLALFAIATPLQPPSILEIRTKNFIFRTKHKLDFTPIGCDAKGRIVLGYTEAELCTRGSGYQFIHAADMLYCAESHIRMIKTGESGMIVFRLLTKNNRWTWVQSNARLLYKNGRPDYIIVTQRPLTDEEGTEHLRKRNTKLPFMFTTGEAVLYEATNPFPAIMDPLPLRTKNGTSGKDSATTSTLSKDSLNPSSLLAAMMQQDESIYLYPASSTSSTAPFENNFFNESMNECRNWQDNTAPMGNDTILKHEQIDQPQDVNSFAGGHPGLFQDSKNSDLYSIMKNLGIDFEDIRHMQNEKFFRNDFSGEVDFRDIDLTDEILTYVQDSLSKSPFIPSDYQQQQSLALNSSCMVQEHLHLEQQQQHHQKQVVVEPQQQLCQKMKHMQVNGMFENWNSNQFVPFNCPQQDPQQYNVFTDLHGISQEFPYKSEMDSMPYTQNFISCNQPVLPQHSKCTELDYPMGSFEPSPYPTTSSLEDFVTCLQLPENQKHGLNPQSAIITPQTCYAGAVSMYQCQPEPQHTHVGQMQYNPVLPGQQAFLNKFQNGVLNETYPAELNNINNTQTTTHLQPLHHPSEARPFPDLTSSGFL
proCasp7 act = activates human procaspase-7, counter-screen for procaspase-3 activators; P55210; 330,000 tested, 0.093% active; AID 463210; activation, % at 8.5 µM; recombinant procaspase-7, Ac-DEVD-pNA absorbance 405 nm; D23A/D198A/D206A triple mutant, cannot self-cleave; scale: DMSO 0, 5 µM enzyme 100;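 active = percent activation above the screen-wide mean plus 3 SD, cut at about 25% in these data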
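Assay system: Uncleavable procaspase-7 mutant enzyme; Input: 2 µM procaspase-7 mutant as dispensed; Also added: DEVD-pNA substrate; Medium: Zinc-free HEPES pH 7.4 with 300 mM NaCl, 0.01% Triton X-100; Timing: 1 h compound preincubation, 2 h substrate cleavage, 25 °C; Measured by: Epi-absorbance of released pNA at 405 nm, two timepoints.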
proCasp3 act = procaspase-3 (human) activation. 330,000 tested, 0.11% active. AID 463141. P42574. activation, % at 8.5 µM. recombinant procaspase-3 D3A, Ac-DEVD-pNA absorbance 405 nm;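 active = activation above the mean of all tested compounds plus 3 SD, cut at about 21% in these data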;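 also: 0% = DMSO alone and 100% = DMSO wells spiked with extra 5 µM PC-3 D3A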
Target sequence (P42574 whole entry D9A/D28A/D175A): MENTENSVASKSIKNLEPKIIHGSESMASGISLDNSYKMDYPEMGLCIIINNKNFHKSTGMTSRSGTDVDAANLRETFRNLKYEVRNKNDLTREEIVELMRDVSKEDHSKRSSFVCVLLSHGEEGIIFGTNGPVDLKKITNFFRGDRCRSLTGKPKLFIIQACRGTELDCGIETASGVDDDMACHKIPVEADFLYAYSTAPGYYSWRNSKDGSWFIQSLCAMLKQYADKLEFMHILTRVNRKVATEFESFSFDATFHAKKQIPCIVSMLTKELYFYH
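Test system: Procaspase-3 D3A mutant; medium: Zinc-free HEPES/NaCl buffer with 0.01% Triton X-100 at pH 7.4; reagent: DEVD-pNA substrate; doses: one concentration, 8.5 µM nominal, 0.8% DMSO; times: 1 h preincubation plus 2 h reaction at 25 °C; signal: Epi-absorbance at 405 nm of released p-nitroaniline, 0 and 120 min; replicates: singlicate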
GASC-1 inh = inhibitors of human GASC-1 (JMJD2C) demethylase; 330,000 tested, 0.069% active; inhibition, % at 2.35 µM; Q9H3R0; GST-JMJD2C(1-420) H3K9me3 demethylation, DELFIA europium;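 active = more than half of a compound's replicate wells show inhibition beyond 50%, single wells judged on their own value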;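 also: signal counts dimethyl H3K9 product captured on neutravidin plate; 0% = median of DMSO wells and 100% = 0.3 times that DMSO median; strong numbers were not always called active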
LAP4 TOR yeast = modulators of TOR pathway LAP4-GFP in S. cerevisiae. GFP response vs DMSO, % at 10 µM. 320,000 tested, 0.34% active. S. cerevisiae LAP4-GFP multiplex, flow cytometry GFP, 3 h; median GFP as percent of DMSO wells;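 active = GFP response vs DMSO above a set limit, about the screen mean plus 3 SD, cut at about 150% in these data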
CR mimetic SO = yeast age-related superoxide inhibition as caloric restriction mimetic. 330,000 tested, 0.18% active. S. cerevisiae aged cells, superoxide DHE fluorescence; stronger effect = lower value. superoxide response (% of plate mean), % at 10 µM;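 active = superoxide response under a set limit, about three screen SD below normal, cut at about 65% in these data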;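 also: yeast aged for seven days with compound at 30 °C before DHE staining; 100% = average MFI of all compound-treated wells on the plate with controls excluded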
RPL19A TOR yeast = modulators of TOR pathway RPL19A-GFP in S. cerevisiae. percent response vs DMSO, % at 10 µM. AID 2025. 330,000 tested, 0.3% active. S. cerevisiae RPL19A-GFP strain, flow cytometry, 3 h; stronger effect = lower value;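 active = percent response vs DMSO below 50%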;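 also: median channel GFP fluorescence of the barcoded RPL19A-GFP strain; ratio of sample median GFP to plate DMSO average so 100% = DMSO; lower means less RPL19A-GFP as with rapamycin TOR inhibition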
* hit, by the source's call; . = no result given.

mol,LAP4 TOR yeast,proCasp7 act,CR mimetic SO,GASC-1 inh,RPL19A TOR yeast,proCasp3 act,MEP2-GFP yeast,AHR act
COCC(C)Nc1nc(C)c(C(C)=O)s1 (stereo not given),99,2,84,-7,99,2,100,5
COc1ccc(Cl)cc1NC(=O)C(C)OC(=O)Cn1cc(C(F)(F)F)ccc1=O (stereo not given),95,0,102,-7,95,-2,94,0
CCC(=O)N1CCN(c2ccc(NC(=O)c3ccc(C#N)cc3F)cc2Cl)CC1,107,-10,77,-2,93,5,91,-3
COc1ccc(Cl)cc1NC(=O)CN(C)C(=O)c1cc2ccccc2cc1O,102,0,106,-5,99,4,95,14
O=[N+]([O-])c1ccc(F)cc1OCc1cccc(S(=O)(=O)N2CCOCC2)c1,107,1,98,-3,95,-10,89,7
CC1Cc2ccccc2N1C1=CC(=O)CCC1 (stereo not given),88,3,97,-25,95,10,97,1
CC1(C)N=C(N)N=C(N)N1c1ccc(OCCCOc2ccccc2)c(Cl)c1,93,-6,112,1,103,6,112,-1
COC(=O)c1cc(C(=O)OC)n(Cc2ccc(C)cc2)c1C,99,2,90,0,98,3,100,-1
CCCOc1ccc(C(=O)NCc2cccnc2)cc1,105,11,100,-8,103,-4,104,1
O=C(NCC(=O)N(Cc1ccco1)C(C(=O)NC1CCCCC1)c1cccnc1)c1ccco1 (stereo not given),.,6,107,12,102,4,97,-1
CCn1c(=O)c2c(nc(SCC(=O)NC3CCCC3)n2C)n(C)c1=O,94,-2,114,5,104,-3,102,-1
CC(C)OC(=O)NCCOC(=O)Nc1ccc(Cl)c(Cl)c1,100,-4,102,-3,97,3,102,10
CCN(CC)CCNS(=O)(=O)c1ccc(C(=O)NN)cc1,113,1,108,12,99,3,106,0
O=C(Nc1cc(S(=O)(=O)Nc2ccccc2F)ccc1Cl)c1ccc(F)cc1F,92,1,94,-2,101,-3,102,2
CCCOC(=O)/C(=C\c1ccc([N+](=O)[O-])o1)NC(=O)c1ccccc1,111,-9,102,.,102,-2,95,3
COc1ccc(Cl)cc1NC(=O)c1nc2nc(C)cc(C(F)F)n2n1,94,6,92,17,102,2,92,23
O=C(COC(=O)c1ccc(Cl)nc1)NCc1ccc2c(c1)OCO2,103,14,103,4,104,-9,108,3
COc1ccc(/C(C)=N/N2CCCCC2)c(O)c1,93,-5,82,7,110,6,106,0
Cc1nnc(SCc2ccccn2)n(N)c1=O,101,10,117,2,90,-3,92,-2
CCCN1C(=O)/C(=C/c2cc(C)n(C)c2C)SC1=Nc1ccc(OC)cc1,98,-13,104,-3,98,-8,96,14

Record cards, as listed above.
CCCOc1ccc(C(=O)NCc2cccnc2)cc1 in the list: LAP4 TOR yeast = 105; proCasp7 act = 11; CR mimetic SO = 100; GASC-1 inh = -8; RPL19A TOR yeast = 103; proCasp3 act = -4; MEP2-GFP yeast = 104; AHR act = 1
COc1ccc(Cl)cc1NC(=O)CN(C)C(=O)c1cc2ccccc2cc1O in the list: LAP4 TOR yeast = 102; proCasp7 act = 0; CR mimetic SO = 106; GASC-1 inh = -5; RPL19A TOR yeast = 99; proCasp3 act = 4; MEP2-GFP yeast = 95; AHR act = 14

Further records follow:
mol,LAP4 TOR yeast,proCasp7 act,CR mimetic SO,GASC-1 inh,RPL19A TOR yeast,proCasp3 act,MEP2-GFP yeast,AHR act
Cc1nn(C)c(C)c1NS(=O)(=O)c1ccc(Cl)s1,107,-2,91,0,100,-8,103,0
C=CCn1c(N/N=C/c2ccc(O)cc2)nc2ccccc2c1=O,91,3,79,-5,105,-6,105,3
CN1/C(=C\C=O)C(C)(C)c2ccccc21,100,4,98,2,99,3,94,64*
CCCCC(C(=O)NC1CCCC1)N(C(=O)c1snc(C(N)=O)c1N)c1ccc(OCC)cc1 (stereo not given),111,-4,106,0,111,4,110,2
COC(=O)c1ccc(CN(Cc2ccc(C(=O)OC)o2)C(C)(C)C)o1,108,7,91,2,99,6,96,-4
CC(Sc1nc(-c2ccccc2)cc(C(F)(F)F)n1)C(=O)N1CCC(C(N)=O)CC1 (stereo not given),104,10,107,-12,101,-4,104,1
Cc1cc(-c2nn(-c3ccccc3F)cc2CNCCc2cnc[nH]2)c(C)s1,104,6,93,6,108,-1,96,15
O=C(c1ccc(Br)o1)N1N=C(c2ccc(Cl)cc2)CC1c1ccco1 (stereo not given),90,0,103,0,103,-10,101,4
CCCCn1c(-c2ccco2)nc2oc3ccccc3c(=O)c2c1=O,123,-2,110,11,92,-5,96,6
COc1ccc(C(=O)Cc2cc(OC)c(OC)cc2[N+](=O)[O-])cc1,98,1,92,4,95,1,95,-2
N#Cc1ccccc1Sc1ccccc1C(=O)NCC(c1ccco1)N1CCCC1 (stereo not given),112,6,94,0,101,1,98,9
C=CCNC(=S)NNC(=O)c1csc(C)c1CC,102,4,89,27,100,1,104,1
COc1ccc(S(=O)(=O)N2CCC(C(=O)NC3CC3)CC2)cc1,98,-9,106,0,100,-19,103,3
Cc1ccc(Cn2ccc(=O)c(OCc3c(Cl)cccc3Cl)c2C)cc1,89,8,106,3,93,4,93,10
COc1ccc(C2/C=C\CN(C(=O)NC(C)C)CC(=O)N2Cc2ccc(F)cc2)cc1 (stereo not given),87,1,96,1,97,-10,99,0
O=C(NNC(=O)c1cc2ccccc2cc1O)c1cccs1,107,0,106,-28,98,-6,113,2
C=CCn1c(C)nnc1SCC(=O)N1CCN(S(=O)(=O)c2ccccc2)CC1,98,-6,89,4,96,5,97,3
CCOC(=O)CC(c1ccc(N)cc1)n1c(C)ccc1C (stereo not given),102,0,103,-3,102,-9,101,-3
O=C(NCc1ccccc1F)C1CCCN(S(=O)(=O)N2CCOCC2)C1 (stereo not given),94,-2,86,4,97,-2,107,0
COC1=Cc2c(ccc3ccc(=O)oc23)OC1(C)C,91,-20,72,8,97,4,97,-11

(listing goes on)
mol,LAP4 TOR yeast,proCasp7 act,CR mimetic SO,GASC-1 inh,RPL19A TOR yeast,proCasp3 act,MEP2-GFP yeast,AHR act
O=C(NCC12CC3CC(CC(C3)C1)C2)c1nc2ncccn2n1,119,2,103,-5,97,-3,104,-3
Cc1ccc(C)c(NC(=O)COC(=O)c2nc(Cl)ccc2Cl)c1,111,2,71,-1,100,3,106,11
COc1ccc(OCCN2C(=O)NC(C)(c3ccc(C)cc3)C2=O)cc1 (stereo not given),109,8,118,4,99,4,101,-2
COc1ccc(NC(=O)c2n[nH]c(=O)c3ccccc23)cc1S(=O)(=O)N1CCCCC1,99,-2,114,1,99,4,96,2
CSc1ncccc1C(=O)Nc1ccc(S(=O)(=O)N2CCCC2)cc1,100,-3,89,-1,102,-2,106,0
COc1ccc(/C=C(\C#N)C(=O)NCc2cccs2)cc1OC,101,-3,99,-3,106,0,102,5
COc1ccccc1OCC(=O)Nc1ccc2c(c1)OCCO2,103,8,100,7,102,5,103,2
NS(=O)(=O)c1ccc(CCNC(=O)CNC(=O)c2ccc(Oc3ccccc3)cc2)cc1,84,-7,99,-10,97,7,107,-1
CCOc1ccccc1Nc1nnc(SCC(=O)Nc2cccc(S(=O)(=O)NC3=NCCCCC3)c2)s1,97,-2,107,2,99,-2,111,87*
Cc1[nH]c2ccccc2c1C(=O)COC(=O)C1CCC1,113,2,101,4,101,8,111,1
COc1cccc(OC)c1C(=O)Nc1c(C)n(C)n(-c2ccccc2)c1=O,78,1,100,5,116,0,94,1
COc1cc(/C=C2\C(=N)N3N=C(S(C)(=O)=O)SC3=NC2=O)cc(OC)c1OCCOc1cccc(C)c1,104,-4,112,3,107,3,102,-1
CCO[C@@H]1OC(C(=O)NCc2ccccc2)=C[C@H](c2ccc3c(c2)OCO3)[C@H]1CCCO,134,9,96,-3,98,10,97,-2
O=C(COC(=O)CCc1nc2ccccc2c(=O)[nH]1)Nc1ccccc1OC(F)F,93,-4,113,11,92,5,95,3
COc1ccc(-c2cc(C(=O)Nc3ccc(O)cc3)c3ccccc3n2)cc1OC,104,-2,103,8,96,-2,97,10
Cc1ccc(CNC(=O)CCn2cc(-c3ccc(F)cc3)nc2-c2ccncc2)cc1,100,4,109,3,105,9,109,11
CC(C)CC(=O)NC(=S)Nc1ccccc1N1CCCC1,100,1,90,-12,97,4,102,12
CCC(C)N(C(=O)COc1ccccc1C#N)C1CCS(=O)(=O)C1 (stereo not given),100,7,94,1,96,1,97,1
COc1cc(-c2ccc3oc(-c4ccsc4)c(C#CC4(O)CCCCC4)c3c2)cc(OC)c1OC,.,6,.,-3,.,18,.,14
COc1cc2sc3ccc(-c4ccc(N(C)C)nc4)cc3c(=O)c2cc1OC,135,-12,115,11,103,-5,93,-3

Next part.
mol,LAP4 TOR yeast,proCasp7 act,CR mimetic SO,GASC-1 inh,RPL19A TOR yeast,proCasp3 act,MEP2-GFP yeast,AHR act
CC1CCN(CC(=O)N2CC(=O)Nc3ccccc32)CC1,91,0,109,14,101,8,103,0
CCOc1cccc(SCc2noc(C(=O)NCCOC)c2C(=O)O)c1,100,-5,94,-2,101,7,106,3
CN(CC(=O)N1CCN(c2ccccc2)CC1)S(=O)(=O)c1cnc[nH]1,102,2,91,0,100,7,100,1
COC(=O)c1ccc(/C=C/c2ccc3cccc(OC(C)=O)c3n2)cc1,113,-7,90,-8,98,12,92,-1
CCCN1CCc2c(sc(NC(=O)c3ccc(S(=O)(=O)N(C)c4ccccc4)cc3)c2C(=O)NC)C1,101,-10,102,-6,93,-6,92,18
O=P(c1ccccc1)(c1ccccc1)C(O)c1ccco1 (stereo not given),101,9,100,5,96,-6,95,-1
COc1ccccc1CNC(=O)C1(c2ccc(Cl)cc2)CC1,99,0,97,0,105,6,108,0
COc1ccc(CNC(=O)c2cc(-c3ccncc3)nc3c(C)cc(C)cc23)cc1OC,93,-2,96,-8,100,-4,103,8
CCOc1cc(CNc2cccc3[nH]c(C)nc23)ccc1OC,98,-2,104,4,87,-7,106,4
Nc1c(C(=O)C2CC2)sc2nc(-c3cccs3)cc(C(F)(F)F)c12,97,-11,124,-6,98,-10,133,15
CCOc1ccc(-c2nc(-c3ccccc3)no2)cc1OCC,99,6,95,5,100,6,109,9
O=C(COc1ccc(F)cc1)Nc1ccc2c(c1)OCCO2,98,3,99,-10,98,2,101,-4
O=c1cc(O)c(-c2ccc(Cl)c(Cl)c2)c(Cl)[nH]1,95,-8,93,102,103,-15,103,1
Cc1ccc(NC(=O)NNC(=O)c2ccccc2)cc1,105,4,95,5,103,9,106,1
COc1ccc(CCNCC(O)COc2cccc(C(C)=O)c2)cc1OC (stereo not given),111,-1,127,-9,97,1,101,2
CC(=O)N1CCC2(CC1)CC(=O)c1cc(OCC(=O)N3CCCC3)ccc1O2,105,4,106,-8,95,4,94,1
COc1ccc(CSc2nncn2N)cc1Br,98,1,87,-9,97,1,97,9
COc1ccccc1NS(=O)(=O)c1cccc(NC(=O)c2[nH]c(C)c(C(C)=O)c2C)c1,102,7,95,9,96,3,99,31
COc1ccc(-c2cn3ccc(C)cc3n2)cc1,102,11,97,5,99,7,102,0
COc1ccc(CCNC(=O)C(NS(=O)(=O)c2ccc3c(c2)CCN3C(C)=O)C(C)C)cc1OC (stereo not given),111,-2,102,0,93,-3,93,-2
CC(C)Oc1ccc(CCC(=O)N/N=C/c2ccc3c(c2)OCO3)cc1,105,10,90,-14,103,-4,102,4
